Bioassay records from PubChem BioAssay.
FEN1 inhibitor: blocks human flap endonuclease 1. P39748. Recombinant FEN1 flap cleavage, fluorescence, 15 min. Potency, µM (titrated, usually from 114 µM), inactives show at the highest dose activity change, negative = inhibition, usual class: inhibitors. 390,000 compounds, 0.35% hits; also: nearly all actives have a fitted effect of over 65% in size
Target sequence (P39748 whole entry, looked up): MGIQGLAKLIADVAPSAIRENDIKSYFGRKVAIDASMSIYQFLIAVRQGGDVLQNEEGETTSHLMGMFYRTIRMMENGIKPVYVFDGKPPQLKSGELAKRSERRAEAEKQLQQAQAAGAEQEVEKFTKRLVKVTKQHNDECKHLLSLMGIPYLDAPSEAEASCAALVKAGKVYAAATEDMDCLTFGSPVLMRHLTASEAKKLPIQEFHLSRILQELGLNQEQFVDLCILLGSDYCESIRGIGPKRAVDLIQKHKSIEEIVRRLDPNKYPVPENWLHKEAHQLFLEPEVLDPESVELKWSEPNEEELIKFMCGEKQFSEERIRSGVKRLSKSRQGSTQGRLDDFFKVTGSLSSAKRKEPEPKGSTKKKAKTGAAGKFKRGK
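Steps: FEN1 (10 nM) dispensed; compound added by pin tool; 15 min at room temperature; substrate added to 50 nM final; reads at 0 min and 15 min; data normalized and fitted (four-parameter Hill).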
GCN5L2 inh: blocks human GCN5L2 histone acetyltransferase; Q92830; GCN5L2 HAT assay, ThioGlo1 CoA-SH fluorescence; Potency, µM (highest dose often 58.9 µM), for the others: at the highest dose activity change, negative = inhibition, most hits filed as inhibitors; 390,000 compounds, 0.21% hits
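Titration-based screen in which CoA formation is detected via maleimide probe ThioGlo1 (50uM) turning fluorescent on thiol reaction; substrates H3(1-25) 75uM and acetyl-CoA 70uM, GCN5L2 20nM, 20 min incubation at room temperature.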
N370S GC: inhibits or activates N370S mutant glucocerebrosidase; P04062; N370S GC spleen homogenate, 4MU-glucoside fluorescence; Potency, µM (titrated, usually from 59.4 µM), inactives show top-dose activity change, negative = inhibition, actives largely listed as inhibitors; 330,000 compounds, 0.092% hits;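 also: 0% = full enzyme activity and -100% = no enzyme basal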
* hit, by the source's call; ? = inconclusive; . = no result given; [ ] = remark or other dose. Calls follow the shape of the dose curve; as a rule, active = well fitted curve in the direction sought with a large enough effect; inconclusive = small, poorly fitted or top-dose-only effect, or another doubt; inactive = no such curve, though single readings can be large; an effect the other way counts as inactive or inconclusive. Unless noted, % is scaled to controls: 0 for no effect and ±100 for the full control effect; potency is read from the fitted curve at half-maximal effect. An unsorted share of the library; overall some 0.54% were active at least once.

No. | compound | FEN1 inhibitor | GCN5L2 inh | N370S GC
1 | CC1CCCN(C(=O)Cc2ccc(F)cc2)C1 (centres undefined) | -1% | -3% | 5%
2 | CC1(C(=O)OCC(=O)Nc2ccccc2)CC1(Cl)Cl (centres undefined) | 0% | 0% | 5%
3 | CCc1ccccc1NS(=O)(=O)c1ccc(NC(=O)N2CCCC2)cc1 | 10% | 1% | .
4 | CCN(CCn1cccn1)C(=O)CCc1nnc(CCCc2ccccc2)o1 | 13% | 5% | -18%
5 | O=C(COC(=O)c1ccccc1-c1ccccc1[N+](=O)[O-])c1ccccc1 | -13% | -5% | 5%
6 | O=C(NCc1ccco1)C1CCCN1C(=O)Nc1ccccc1[N+](=O)[O-] (centres undefined) | -6% | -1% | 3%
7 | CCN(CC)C(=O)CN1C(=O)/C(=C/c2ccccc2)SC1=S | 0% | 4% | 0%
8 | COc1ccc(CC(=O)NCc2nc3cccnc3n2Cc2ccc(C)cc2)cc1OC | 0% | -5% | .
9 | COc1ccc(-c2coc3cc(O)ccc3c2=O)c(O)c1O | . | ? | -3%
10 | CC1(C)CC(=O)N(c2cccc(Cl)c2)C(=O)C1 | 2% | -6% | -6%
11 | COc1ccc(NC(=O)CCC(=O)OCc2ccc([N+](=O)[O-])cc2)cc1 | 12% | 3% | 22%
12 | CCOc1ccccc1NC(=O)C1CCCN(S(=O)(=O)c2cccc3cccnc23)C1 (centres undefined) | 6% | 4% | 8%
13 | COc1cccc(-c2cc(C(=O)N3CCN(c4ncccn4)CC3)c3ccccc3n2)c1 | -22% | -3% | 8%
14 | CCC(c1nc2ccccc2c(=O)n1CCN1CCOCC1)N1C(=O)c2ccccc2C1=O (centres undefined) | 5% | 9% | ?
15 | CCc1cccc(CC)c1NC(=O)C(NS(=O)(=O)c1cccs1)c1ccccc1 (centres undefined) | 0% | 2% | -16%
16 | Cc1cc(NC(=O)CSc2nnnn2-c2ccccc2)no1 | -13% | 0% | -23%
17 | COc1ccc(/C=N/NC(=O)CSc2nnc(C)n2-c2ccccc2)c(OC)c1OC | 38%[activator] | -7% | 17%
18 | O=C(NCc1ccccn1)c1ccc(Cl)c(S(=O)(=O)N2CCCCCC2)c1 | 1% | -20% | -4%
19 | CSc1ccccc1NC(=O)CN(C)C(=O)COc1ncnc2ccccc12 | 4% | -2% | .
20 | Cc1cc(Cl)c(S(=O)(=O)NC2CCCC2)cc1OCC(=O)NC1CCCCC1 | -4% | 0% | 1%
21 | COc1ccc(/C(C)=N\NC(=O)CSc2nnc(C)s2)cc1 | -7% | 19% | -4%
22 | Cc1cccc(N2CC(C(=O)Nc3ccc(S(=O)(=O)N4CCOCC4)cc3)CC2=O)c1 (centres undefined) | 9% | -7% | -15%
23 | CCCn1c(SCC(N)=O)nnc1C(C)C | -2% | -10% | 4%
24 | COCCn1nnnc1C(c1cccc(C(F)(F)F)c1)N1CCOCC1 (centres undefined) | 5% | 0% | 5%
25 | COc1ccc(NC(=O)c2oc3ccccc3c2NC(=O)Cc2coc3cc(C)ccc23)cc1 | -9% | 1% | .
26 | COC(=O)c1sc2ncccc2c1OCc1c(Cl)cccc1Cl | 2% | 2% | 6%
27 | CCc1ccccc1OCCCCN1CCCC1 | 4% | 0% | 3%
28 | O=C1OC[C@@H]2CCCN2C(=O)[C@H](CC(=O)N(CCO)Cc2ccccc2)C/C=C\CC[C@@H]1Cc1ccc(F)cc1 | -21% | 0% | .
29 | COCCc1nn2c(=O)cc(COC(=O)COc3ccccc3C)nc2s1 | -3% | -6% | .
30 | N#Cc1ccccc1Cn1c(-c2cscn2)nc2ccccc21 | -6% | -6% | 14%
31 | COc1ccc(CCNC(=O)c2nc3ncccn3n2)cc1OC | 8% | 2% | 20%
32 | C=CCN(c1ccccc1)S(=O)(=O)c1ccc2[nH]cc(C(=O)NCCOC)c(=O)c2c1 | 17% | 1% | 3%
33 | COc1ccccc1NC(=O)COC(=O)/C=C/c1ccc(OC)c(OC)c1 | -2% | -2% | .
34 | O=C(c1ccc(F)cc1)N1CCC(c2ccccc2)C1 (centres undefined) | 0% | 2% | -2%
35 | CC1=NN(C(N)=S)C(=O)C1N=Nc1cccc2ccccc12 (centres undefined) | . | -7% | -4%
36 | COc1ccc(CCn2c(=N)c(C(=O)NC3CCCC3)cc3c(=O)n4ccccc4nc32)cc1 | -17% | -1% | 3%
37 | COc1ccc(NCC(=O)NN=C2CCS(=O)(=O)c3ccc(F)cc32)cc1 | 6% | -7% | .
38 | CN(C)CCN(C(=O)c1ccco1)c1nc2cc3c(cc2s1)OCCO3 | 6% | -5% | -5%
39 | COc1cccc(NC(=O)CN(C)C(=O)/C=C/c2cn(Cc3ccccc3)nc2-c2cccnc2)c1 | 5% | -5% | 4%
40 | COC(=O)c1ccc(C2C(C(=O)c3ccco3)=C(O)C(=O)N2CC2CCCO2)cc1 (centres undefined) | 0% | -1% | 0%
41 | CCCCn1c2c(c3ccccc31)CCc1nonc1-2 | 0% | -19% | 15%
42 | O=C(Cn1c(=O)n2nc(-c3ccccc3)nc2c2ccccc21)Nc1ccccc1C(F)(F)F | 1% | -1% | .
43 | O=C(CN1CCSCC1)c1c[nH]c2ccccc12 | 1% | 0% | 3%
44 | Cc1ccc(CNc2oc(-c3cccs3)nc2C#N)cc1 | -17% | -15% | 28%
45 | COc1cc(N)c(Cl)cc1C(=O)OCC(=O)N1CCc2ccccc21 | -15% | 0% | .
46 | COc1ccc(/C=C/C(=O)OCn2c(SC)nnc(C)c2=O)cc1OC | -16% | -4% | -1%
47 | S=C(Nc1ccc(Oc2ccccc2)cc1)N1CCN(c2ccccn2)CC1 | 11% | 0% | -9%
48 | CCOC(=O)c1nn(-c2ccc(C)cc2)c(=O)cc1OCC(=O)Nc1cc(C)ccc1OC | -4% | -1% | 6%
49 | O=C(NN(c1ccccc1)c1ccccc1)c1ccc([N+](=O)[O-])o1 | 7% | -6% | 8%
50 | O=S(=O)(Nc1nc(SCc2ccc(Cl)cc2)n[nH]1)c1ccc(F)cc1 | -2% | -13% | -2%
51 | COC(=O)c1[nH]c2ccccc2c1NC(=O)CN1CCC(C(N)=O)(N2CCCCC2)CC1 | -5% | -6% | -4%
52 | O=C(OCC(=O)c1c[nH]c2ccccc12)c1cc(S(=O)(=O)N2CCOCC2)ccc1F | -1% | -6% | .
53 | Cc1onc(-c2ccccc2Cl)c1C(=O)NCCCc1ccccc1 | -5% | -7% | 0%
54 | CCCCN(CCCC)CC(O)COc1ccccc1Br (centres undefined) | -2% | -3% | -14%
55 | O=C(O)C1C2C=CC(C2)C1C(=O)N1CCN(CCO)CC1 (centres undefined) | 6% | 1% | 1%
56 | Cc1oc(C(C)(C)C)cc1C(=O)N1CCN(C(c2ccccc2)c2ccccc2)CC1 | -12% | -9% | 6%
57 | Cc1cccc(OCC(=O)NC2CCCCCC2)c1C | 12% | -5% | -1%
58 | O=C(CSc1nc2ccccc2s1)N1c2ccccc2Sc2ccccc21 | -13% | -12% | ?
59 | Cc1ccc(NC(=O)OCc2cccs2)cc1 | . | -1% | 5%
60 | CCn1c(SCC(=O)N2c3ccccc3Sc3ccccc32)nnc1-c1ccco1 | -14% | -6% | 29%

In a second layout: 2 of the compounds above
49) O=C(NN(c1ccccc1)c1ccccc1)c1ccc([N+](=O)[O-])o1
31) COc1ccc(CCNC(=O)c2nc3ncccn3n2)cc1OC

Screen / compound no.	49	31
FEN1 inhibitor	7%	8%
GCN5L2 inh	-6%	2%
N370S GC	8%	20%

Next records.
No. | compound | FEN1 inhibitor | GCN5L2 inh | N370S GC
61 | O=C(CSc1ccc2ccccc2c1)N1CCN(c2ccc(O)cc2)CC1 | -19% | -8% | -22%
62 | COc1ccc(C)cc1NC(=O)c1nnn(CCc2ccccc2)c1N | 22% | -5% | 0%
63 | CCOc1ccc(C(=O)NCC(=O)NNC(=O)c2ccco2)cc1OCC | -2% | 1% | .
64 | N#CC1(c2ccccc2)CCC(=O)N1c1ccccc1 (centres undefined) | -13% | 0% | -7%
65 | CC(=O)c1cccc(NC(=S)NCCCCc2ccccc2)c1 | -12% | -1% | 3%
66 | CCOc1cccc(CC(=O)N2CCc3c([nH]c4ccc(OC)cc34)C2c2ccc(F)cc2)c1OCC (centres undefined) | -2% | -7% | .
67 | CC(C)Sc1nnc(NC(=O)CCc2ccccc2)s1 | -2% | -3% | 11%
68 | CCOC(=O)c1ccc(NC(=O)CC(C)n2nc(C)cc2C)cc1 (centres undefined) | 7% | 3% | .
69 | Cc1ccc(OCC(O)CN2CCC(Cc3ccccc3)CC2)c(C)c1 (centres undefined) | 3% | 0% | ?
70 | CCn1c(CC(=O)Nc2ccccc2)nnc1SCC(=O)Nc1nnc(C)s1 | 21% | -1% | -3%
71 | COCCCNC(=O)c1cc2cc3cc(OC)ccc3nc2o1 | 16% | -28% | ?
72 | COc1ccc(NS(=O)(=O)c2cc3c4c(c2)CCN4C(=O)CC3)c(OC)c1 | 3% | 2% | 0%

Another view of some results above:
[67] CC(C)Sc1nnc(NC(=O)CCc2ccccc2)s1
[71] COCCCNC(=O)c1cc2cc3cc(OC)ccc3nc2o1

| Compound | 67 | 71 |
| --- | --- | --- |
| FEN1 inhibitor | -2% | 16% |
| GCN5L2 inh | -3% | -28% |
| N370S GC | 11% | ? |

Going on with the list.
No. | compound | FEN1 inhibitor | GCN5L2 inh | N370S GC
73 | FC(F)(F)c1cccc(NC(=S)N2CCCCCC2)c1 | -1% | -8% | 3%
74 | O=C(c1ccc(Cn2c(=O)[nH]c3ccccc3c2=O)cc1)N1CCN(c2ccc(F)cc2)CC1 | -5% | -13% | ?
75 | O=C(OCc1nnc(-c2ccc(Cl)cc2)o1)C12CC3CC(CC(O)(C3)C1)C2 | -3% | -2% | -1%
76 | CCOC(=O)N1CCN(c2c(NCc3ccccc3OC)c(=O)c2=O)CC1 | 9% | -5% | 1%
77 | COC(=O)c1cccc(NC(=O)c2nn(C(C)C)c(=O)c3ccccc23)c1 | -16% | ? | -1%
78 | O=C(Oc1ccc2ccccc2c1Br)N1CCCCCC1 | 4% | 45%[activator] | 15%
79 | O=C(Nc1nccs1)c1cc2sccc2n1Cc1ccc(Cl)cc1 | 0% | 1% | 10%
80 | NC(=O)C1CCN(C(=O)COc2ccc3ccccc3c2)CC1 | -13% | -5% | -3%
81 | CCn1c(/C=C/c2ccccc2Cl)nc2ccccc2c1=O | 9% | -16% | -6%
82 | CC(=O)C1=C(C)NC(SCC(=O)Nc2nccs2)=C(C#N)C1c1ccccc1Cl (centres undefined) | -2% | -2% | 3%
83 | O=C1CCCC2=C1C(c1ccc(OS(=O)(=O)c3ccc(Cl)cc3)cc1)C1=C(CCCC1=O)O2 | -18% | 30%[activator] | -4%
84 | Cc1cc(C(=O)Nc2ccc(S(=O)(=O)N3CCCC3)cc2)no1 | 7% | -11% | -1%
85 | O=C(NCCCn1ccnc1)c1cccc(S(=O)(=O)Nc2ccc(F)cc2)c1 | -9% | -1% | -15%
86 | COc1ccc(C(=O)Oc2cc(C(=S)N3CCOCC3)ccc2OC)cc1 | 3% | -3% | -5%
87 | COC(=O)c1ccc(C2=NOC(C)(c3sc(-c4ccccc4)nc3C)C2)cc1 (centres undefined) | 14% | 3% | 5%
88 | N#CC1=C(SCC(=O)c2ccccc2)NC2=C(C(=O)CCC2)C1c1ccco1 (centres undefined) | -16% | -8% | 1%
89 | Cc1ccccc1CN1C(=O)c2ccccc2S(=O)(=O)c2ccc(C(=O)OCC3CCCO3)cc21 (centres undefined) | -5% | -10% | .
90 | CCOC(=O)c1c(NC(=O)CSc2nc3ccccc3s2)sc(C)c1C | -8% | -4% | 22%
91 | O=C(CCc1nc2ccccc2c(=O)[nH]1)OCC(=O)N1CCN(S(=O)(=O)c2ccccc2)CC1 | -2% | -19% | 2%
92 | CCCCOc1ccc(C(=O)NCC(=O)N2CCN(Cc3ccc4c(c3)OCO4)CC2)cc1 | 0% | -9% | -14%
93 | COc1ccc(CN2CCC(C(=O)Nc3ccc(Oc4ccccc4)nc3)CC2)cc1F | -2% | 0% | -25%
94 | CCCCCC(C)NC(=O)CN1C(=O)NC(C)(c2ccc3ccccc3c2)C1=O (centres undefined) | 7% | -4% | 0%
95 | CCOc1ccc(C(=O)Nc2ccc3nn(-c4ccc(OC)c(Cl)c4)nc3c2)cc1 | 13% | -3% | .
96 | COc1cccc(C(=O)NN2CC(O)=C(c3nc(C)cs3)C2=N)c1 | 21% | 2% | -4%
97 | O=c1c2ccccc2nc(-c2ccco2)n1CCCn1ccnc1 | 15% | 0% | -5%
98 | Cc1nc(SCC(=O)NCc2ccco2)c2c3c(sc2n1)CCCC3 | -3% | -7% | 6%

Only N370S GC, for seven of the compounds above:
nr	Molecule	N370S GC
80	NC(=O)C1CCN(C(=O)COc2ccc3ccccc3c2)CC1	-3%
81	CCn1c(/C=C/c2ccccc2Cl)nc2ccccc2c1=O	-6%
82	CC(=O)C1=C(C)NC(SCC(=O)Nc2nccs2)=C(C#N)C1c1ccccc1Cl (centres undefined)	3%
83	O=C1CCCC2=C1C(c1ccc(OS(=O)(=O)c3ccc(Cl)cc3)cc1)C1=C(CCCC1=O)O2	-4%
84	Cc1cc(C(=O)Nc2ccc(S(=O)(=O)N3CCCC3)cc2)no1	-1%
85	O=C(NCCCn1ccnc1)c1cccc(S(=O)(=O)Nc2ccc(F)cc2)c1	-15%
86	COc1ccc(C(=O)Oc2cc(C(=S)N3CCOCC3)ccc2OC)cc1	-5%
